Assay outcomes as filed in PubChem BioAssay.
Fam108B counter: mouse Fam108B serine hydrolase inhibitors, primary screen, counter-screen for RBBP9 inhibitor project, biochemical, fluorescence polarization; recombinant Fam108B, FP-Rh probe fluorescence polarization; inhibition, % at 9.51 µM; actives 0.33% (n = 300,000);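 active = inhibition above the screen mean inhibition plus 3 SD, computed separately per campaign, cut at about 18% in these data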;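 note: inhibitors lower polarization as less probe binds the enzyme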
GSTO1 counter: inhibitors of recombinant GSTO1, primary screen, counter-screen for RBBP9 inhibitor project, biochemical, fluorescence polarization | activity-based probe fluorescence polarization | inhibition, % at 5.96 µM | actives 1.1% (n = 300,000) | AID 1974, 2009;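 active = inhibition above the campaign mean inhibition plus 3 SD, cut at about 35% in these data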;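 note: 0% = GSTO1-1 with DMSO and 100% = wells lacking GSTO1-1 enzyme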
PAD4 inh: human PAD4 inhibitors, primary screen, biochemical, fluorescence polarization, 1536-well format. inhibition, % at 6.36 µM. recombinant PAD4, RCA probe fluorescence polarization. Protein-arginine deiminase type-4 (Homo sapiens), Q9UM07. AID 485272, 2010. actives 0.41% (n = 330,000);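 active = percent inhibition above a cutoff equal to the mean of all tested compounds plus 3 SD, cut at about 15% in these data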;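 note: 0% = PAD4 with RCA probe and DMSO and 100% = probe without PAD4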
PAFAH1B2 inh: PAFAH1B2 enzyme inhibitors, primary screen, biochemical, fluorescence polarization, human; Platelet-activating factor acetylhydrolase IB subunit alpha2 (Homo sapiens), P68402; recombinant PAFAH1B2, FP-rhodamine activity probe; inhibition, % at 3.39 µM; actives 1.2% (n = 340,000);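 active = inhibition above the mean of all tested compounds plus 3 SD, cut at about 24% in these data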;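 note: 0% = enzyme with DMSO and 100% = wells lacking PAFAH1B2; many of its hits are not listed in these tables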
Target sequence (P68402 whole entry, looked up): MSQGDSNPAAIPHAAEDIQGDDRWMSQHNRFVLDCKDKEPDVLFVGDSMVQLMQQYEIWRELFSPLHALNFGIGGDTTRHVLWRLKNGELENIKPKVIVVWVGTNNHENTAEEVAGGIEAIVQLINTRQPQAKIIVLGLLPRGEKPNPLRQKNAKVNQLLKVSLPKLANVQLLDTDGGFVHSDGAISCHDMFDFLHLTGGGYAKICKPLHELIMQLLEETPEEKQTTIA
PAFAH2 FP inh: PAFAH2 enzyme inhibitors, primary screen, biochemical, fluorescence polarization, human; inhibition, % at 3.39 µM; actives 0.99% (n = 340,000); recombinant PAFAH2, FP-rhodamine activity probe; Platelet-activating factor acetylhydrolase 2, cytoplasmic (Homo sapiens), Q99487;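 active = inhibition above the mean over all tested compounds plus 3 SD, cut at about 30% in these data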;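 note: inhibitors block probe labeling of enzyme so polarization drops; 0% = enzyme with DMSO and 100% = wells lacking PAFAH2 protein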
LYPLA1 inh: LYPLA1 inhibitors, primary screen, counter-screen for PME1 inhibitor project, biochemical, fluorescence polarization, FP-Rh probe ABPP; recombinant LYPLA1; inhibition, % at 5.9 µM; actives 0.16% (n = 320,000);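 active = inhibition above the mean of all tested compounds plus 3 SD, set per campaign, cut at about 14% in these data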;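 note: inhibitors block serine hydrolase probe labeling of LYPLA1 so polarization falls; 0% = enzyme with DMSO and 100% = wells lacking LYPLA1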
pPAFAH inh: pPAFAH enzyme inhibitors, primary screen, biochemical, fluorescence polarization, human | Platelet-activating factor acetylhydrolase (Homo sapiens), Q13093 | recombinant pPAFAH, FP-rhodamine probe fluorescence polarization | inhibition, % at 3.39 µM | actives 1.5% (n = 330,000) | AID 463082, 2010;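 active = inhibition above the mean inhibition across the screen plus 3 SD, cut at about 25% in these data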;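 note: inhibitors block binding of the rhodamine activity-based probe so polarization drops; 0% = enzyme with DMSO and 100% = wells lacking pPAFAH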
PAFAH1B3 inh: PAFAH1B3 enzyme inhibitors, primary screen, biochemical, fluorescence polarization, human; recombinant PAFAH1B3, FP-rhodamine probe; inhibition, % at 3.39 µM; actives 0.28% (n = 340,000); AID 492972, 2010;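 active = inhibition above the screen-wide average of all tested compounds plus 3 SD, cut at about 25% in these data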;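 note: 0% = enzyme with DMSO only and 100% = wells lacking PAFAH1B3 protein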
Target sequence (Q15102 whole entry, looked up): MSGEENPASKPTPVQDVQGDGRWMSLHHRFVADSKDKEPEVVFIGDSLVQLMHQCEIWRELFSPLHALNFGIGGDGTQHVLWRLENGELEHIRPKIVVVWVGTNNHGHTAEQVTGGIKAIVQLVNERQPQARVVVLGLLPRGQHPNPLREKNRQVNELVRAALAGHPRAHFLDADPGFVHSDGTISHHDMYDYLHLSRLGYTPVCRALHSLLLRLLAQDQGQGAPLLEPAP
PME-1 primary: PME-1 inhibitors via competitive probe labeling, primary screen, biochemical, fluorescence polarization, FP-Rh probe, HTS; actives 0.53% (n = 320,000); inhibition, % at 5.9 µM; Protein phosphatase methylesterase 1 (Homo sapiens), Q9Y570; recombinant PME-1;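 active = inhibition above the campaign mean of all compounds plus 3 SD, cut at about 26% in these data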;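 note: competitive labeling of PME-1 active site by serine hydrolase directed probe; 0% = PME-1 with DMSO and 100% = wells lacking PME-1 enzyme; inhibitors block probe labeling so polarization falls and inhibition rises; many of its hits are not listed in these tables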
Target sequence (Q9Y570 whole entry, looked up): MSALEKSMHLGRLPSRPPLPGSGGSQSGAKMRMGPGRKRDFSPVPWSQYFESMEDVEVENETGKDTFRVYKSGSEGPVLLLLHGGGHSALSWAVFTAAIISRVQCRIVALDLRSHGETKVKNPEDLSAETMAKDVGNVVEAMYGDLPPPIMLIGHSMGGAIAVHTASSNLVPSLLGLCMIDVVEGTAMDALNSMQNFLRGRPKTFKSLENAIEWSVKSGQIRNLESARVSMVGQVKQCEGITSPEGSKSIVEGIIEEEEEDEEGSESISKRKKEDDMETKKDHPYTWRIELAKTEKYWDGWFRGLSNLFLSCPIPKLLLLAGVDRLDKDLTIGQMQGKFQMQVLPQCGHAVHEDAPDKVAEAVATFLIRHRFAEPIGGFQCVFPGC
The depositor's hits bear a star. These rows are one share of the data, so the mix of outcomes need not match the whole.

Start of the listing, in advance:
For Cc1cccc(-n2c(O)c(C=NCc3cccnc3)c(=O)[nH]c2=O)c1C the results were Fam108B counter 2, GSTO1 counter 3, PAD4 inh 6, PAFAH1B2 inh -2, PAFAH2 FP inh 2, LYPLA1 inh -2, pPAFAH inh 4, PAFAH1B3 inh 13 and PME-1 primary 1.
For NNP(=O)(CC(=O)c1ccccc1)c1ccccc1 (stereo unspecified) the results were Fam108B counter 0, GSTO1 counter 0, PAD4 inh -3, LYPLA1 inh -1, pPAFAH inh -4 and PME-1 primary -4.
For O=C(N/N=C/c1c(O)n(CCc2ccccc2)c(=O)[nH]c1=O)c1ccccc1O the results were Fam108B counter 10, GSTO1 counter 3, PAD4 inh -2, PAFAH1B2 inh 9, PAFAH2 FP inh 4, LYPLA1 inh -2, pPAFAH inh 22, PAFAH1B3 inh 13 and PME-1 primary 7.
For N#Cc1ccc(NC(=O)CN2C(=O)NC3(CCCCCCC3)C2=O)cc1Cl the results were PAD4 inh 2, PAFAH1B2 inh 3, PAFAH2 FP inh 0, LYPLA1 inh -11, pPAFAH inh -3, PAFAH1B3 inh -5 and PME-1 primary -6.
Cc1cccc(-n2c(-c3cccs3)nc3ccccc3c2=O)c1 was read as Fam108B counter 5, GSTO1 counter 2, PAD4 inh 1, PAFAH1B2 inh 0, PAFAH2 FP inh 2, LYPLA1 inh 1, pPAFAH inh 2, PAFAH1B3 inh 0 and PME-1 primary -3.
CN(C)CCCN=Cc1c(O)n(Cc2ccco2)c(=O)[nH]c1=O was read as Fam108B counter 5, GSTO1 counter 2, PAD4 inh 2, PAFAH1B2 inh -4, PAFAH2 FP inh -1, LYPLA1 inh -1, pPAFAH inh -5, PAFAH1B3 inh 7 and PME-1 primary -1.
For COC(=O)C1=C(c2ccc(OC)c(OC)c2)C[C@@H]2CC[C@H]1N2C(=O)N1CCC(O)CC1 the results were PAD4 inh 4, PAFAH1B2 inh 2, PAFAH2 FP inh -4, LYPLA1 inh -1, pPAFAH inh -5, PAFAH1B3 inh 9 and PME-1 primary -4.

Results (from the top)
For Cc1cccc(-n2c(O)c(C=NCc3cccnc3)c(=O)[nH]c2=O)c1C the results were Fam108B counter 2, GSTO1 counter 3, PAD4 inh 6, PAFAH1B2 inh -2, PAFAH2 FP inh 2, LYPLA1 inh -2, pPAFAH inh 4, PAFAH1B3 inh 13 and PME-1 primary 1.
For NNP(=O)(CC(=O)c1ccccc1)c1ccccc1 (stereo unspecified) the results were Fam108B counter 0, GSTO1 counter 0, PAD4 inh -3, LYPLA1 inh -1, pPAFAH inh -4 and PME-1 primary -4.
For O=C(N/N=C/c1c(O)n(CCc2ccccc2)c(=O)[nH]c1=O)c1ccccc1O the results were Fam108B counter 10, GSTO1 counter 3, PAD4 inh -2, PAFAH1B2 inh 9, PAFAH2 FP inh 4, LYPLA1 inh -2, pPAFAH inh 22, PAFAH1B3 inh 13 and PME-1 primary 7.
For N#Cc1ccc(NC(=O)CN2C(=O)NC3(CCCCCCC3)C2=O)cc1Cl the results were PAD4 inh 2, PAFAH1B2 inh 3, PAFAH2 FP inh 0, LYPLA1 inh -11, pPAFAH inh -3, PAFAH1B3 inh -5 and PME-1 primary -6.
Cc1cccc(-n2c(-c3cccs3)nc3ccccc3c2=O)c1 was read as Fam108B counter 5, GSTO1 counter 2, PAD4 inh 1, PAFAH1B2 inh 0, PAFAH2 FP inh 2, LYPLA1 inh 1, pPAFAH inh 2, PAFAH1B3 inh 0 and PME-1 primary -3.
CN(C)CCCN=Cc1c(O)n(Cc2ccco2)c(=O)[nH]c1=O was read as Fam108B counter 5, GSTO1 counter 2, PAD4 inh 2, PAFAH1B2 inh -4, PAFAH2 FP inh -1, LYPLA1 inh -1, pPAFAH inh -5, PAFAH1B3 inh 7 and PME-1 primary -1.
For COC(=O)C1=C(c2ccc(OC)c(OC)c2)C[C@@H]2CC[C@H]1N2C(=O)N1CCC(O)CC1 the results were PAD4 inh 4, PAFAH1B2 inh 2, PAFAH2 FP inh -4, LYPLA1 inh -1, pPAFAH inh -5, PAFAH1B3 inh 9 and PME-1 primary -4.
Screening NCCc1c[nH]c2ccc(OCc3ccccc3)cc12 returned Fam108B counter 0, GSTO1 counter -7, PAD4 inh -5, PAFAH1B2 inh 3, PAFAH2 FP inh -2, LYPLA1 inh -12, pPAFAH inh 2, PAFAH1B3 inh 13 and PME-1 primary 1.
Screening CC(C)N1C(=O)CC2(CC[N+](C)(CCOC(=O)C(O)(c3ccccc3)c3ccccc3)CC2)C1=O (stereo unspecified) returned Fam108B counter 2, GSTO1 counter 2, PAD4 inh -7, PAFAH1B2 inh 1, PAFAH2 FP inh 1, LYPLA1 inh 1, pPAFAH inh 4, PAFAH1B3 inh 1 and PME-1 primary 1.
Screening COc1ccc2c(c1)CC1(CN2C)C(=O)NC(=O)N(c2ccc(C)cc2)C1=O (stereo unspecified) returned Fam108B counter 4, GSTO1 counter 13, PAD4 inh -4, PAFAH1B2 inh 5, PAFAH2 FP inh 4, LYPLA1 inh 3, pPAFAH inh 4, PAFAH1B3 inh 9 and PME-1 primary -3.
For CC(C)C(=O)c1cn(Cc2ccc(C#N)cc2)c2ccccc12 the results were Fam108B counter -1, GSTO1 counter 3, PAD4 inh 7, PAFAH1B2 inh 5, PAFAH2 FP inh -3, LYPLA1 inh -1, pPAFAH inh 4, PAFAH1B3 inh -3 and PME-1 primary -3.
`O=C(NC1(C(F)(F)F)Oc2ccccc2O1)N1CCC2(CC1)OCCO2` gave Fam108B counter 1, GSTO1 counter 42*, PAD4 inh 0, PAFAH1B2 inh 5, PAFAH2 FP inh -4, LYPLA1 inh -3, pPAFAH inh 6, PAFAH1B3 inh 11 and PME-1 primary 2.
For OC(c1ccccc1)(c1ccccc1)C1CCNCC1 the results were Fam108B counter 5, GSTO1 counter 2, PAD4 inh -1, PAFAH1B2 inh -1, PAFAH2 FP inh 0, LYPLA1 inh 0, pPAFAH inh 2, PAFAH1B3 inh 4 and PME-1 primary -4.
COc1ccc(CN2C(=O)NC(=O)/C(=C/c3ccc(OC)c(OC)c3OC)C2=O)cc1 was read as Fam108B counter 1, GSTO1 counter 15, PAD4 inh -1, PAFAH1B2 inh 2, PAFAH2 FP inh -8, LYPLA1 inh 1, pPAFAH inh 3, PAFAH1B3 inh -5 and PME-1 primary 2.
O=C(C1CC(=O)N(C2CCCC2)C1)N1CCC2(CC1)OCCO2 (stereo unspecified) was read as Fam108B counter 0, GSTO1 counter 0, PAD4 inh 0, PAFAH1B2 inh 0, PAFAH2 FP inh -4, LYPLA1 inh -2, pPAFAH inh 3, PAFAH1B3 inh -1 and PME-1 primary 5.
S=c1[nH]c2ccccc2[nH]1 was read as Fam108B counter 3, GSTO1 counter 6, PAD4 inh 6, PAFAH1B2 inh 0, PAFAH2 FP inh -3, LYPLA1 inh 4, pPAFAH inh 5, PAFAH1B3 inh -1 and PME-1 primary -2.
`CN(C)c1ccc([P+](=O)c2ccc(N(C)C)cc2)cc1` gave Fam108B counter -1, GSTO1 counter 10, PAD4 inh -8, PAFAH1B2 inh 2, PAFAH2 FP inh -1, LYPLA1 inh 3, pPAFAH inh 3, PAFAH1B3 inh -4 and PME-1 primary 1.
For COc1ccc(C(=O)Oc2cccc3cccnc23)cc1S(=O)(=O)N1CCOCC1 the results were Fam108B counter 0, GSTO1 counter 16, PAD4 inh -1, PAFAH1B2 inh 2, PAFAH2 FP inh 2, LYPLA1 inh 3, pPAFAH inh 2, PAFAH1B3 inh 13 and PME-1 primary 0.
O=C(c1ccccc1F)c1cn(Cc2ccc(F)cc2)c2ccccc12 was read as Fam108B counter -7, GSTO1 counter -1, PAD4 inh 6, PAFAH1B2 inh 0, PAFAH2 FP inh -6, LYPLA1 inh -9, pPAFAH inh 4, PAFAH1B3 inh 3 and PME-1 primary -6.
`O=C(Cc1ccc([N+](=O)[O-])cc1)N1CCN(Cc2ccc3c(c2)OCO3)CC1` gave Fam108B counter 0, GSTO1 counter 2, PAD4 inh -3, LYPLA1 inh 2, pPAFAH inh -6 and PME-1 primary 7.
For CCOc1ccc(-n2c(-c3ccoc3)nc3ccccc3c2=O)cc1 the results were Fam108B counter 0, GSTO1 counter -2, PAD4 inh 0, PAFAH1B2 inh -1, PAFAH2 FP inh 2, LYPLA1 inh -2, pPAFAH inh -3, PAFAH1B3 inh 0 and PME-1 primary 6.
Cc1cc(OCC(=O)N2CCC(C(=O)O)CC2)c2c3c(c(=O)oc2c1)CCCC3 was read as Fam108B counter 1, GSTO1 counter -3, PAD4 inh 5, PAFAH1B2 inh 7, PAFAH2 FP inh 2, LYPLA1 inh 2, pPAFAH inh 2, PAFAH1B3 inh 9 and PME-1 primary 1.
For Cc1cc(O)c(CN2CC=C(c3ccccc3)CC2)cc1C(C)C the results were Fam108B counter 0, GSTO1 counter -4, PAD4 inh 0, PAFAH1B2 inh -3, PAFAH2 FP inh -5, LYPLA1 inh -2, pPAFAH inh -1, PAFAH1B3 inh 3 and PME-1 primary 3.
For Fc1ccc2c(c1)nnn2C1CCN(Cc2c(Cl)cccc2Cl)CC1 the results were Fam108B counter -2, GSTO1 counter 4, PAD4 inh -4, PAFAH1B2 inh -3, PAFAH2 FP inh -3, LYPLA1 inh -2, pPAFAH inh 6, PAFAH1B3 inh 8 and PME-1 primary 0.
Screening C/C(=N\NP(=S)(c1ccccc1)c1ccccc1)c1ccc(O)cc1O returned Fam108B counter -2, GSTO1 counter 9, PAD4 inh -3, PAFAH1B2 inh -1, PAFAH2 FP inh -6, LYPLA1 inh 0, pPAFAH inh 1, PAFAH1B3 inh 3 and PME-1 primary 23.
For [N-]=[N+]=CC(=O)OC[C@H](N)C(=O)O the results were Fam108B counter -3, GSTO1 counter 5, PAD4 inh -10, PAFAH1B2 inh 4, PAFAH2 FP inh -3, LYPLA1 inh -4, pPAFAH inh -3, PAFAH1B3 inh -9 and PME-1 primary -3.
CC1(C)Cc2c(C#N)c(N3CCNCC3)nc(-c3ccco3)c2CS1 was read as Fam108B counter 2, GSTO1 counter 0, PAD4 inh 0, PAFAH1B2 inh -2, PAFAH2 FP inh -7, LYPLA1 inh -1, pPAFAH inh 2, PAFAH1B3 inh 4 and PME-1 primary 2.
`COc1ccc([C@@H](O)[C@@H](N)c2ccccc2)cc1` gave Fam108B counter -1, GSTO1 counter -1, PAD4 inh 3, LYPLA1 inh 1, pPAFAH inh 2 and PME-1 primary -1.
